GLD-1 RNA inh – GLD-1/TGE RNA complex disruptors, primary screen, biochemical, fluorescence polarization | Female germline-specific tumor suppressor gld-1 (Caenorhabditis elegans), Q17339 | purified GLD-1 + fluorescein TGE RNA | inhibition, % at 5.96 µM | 0.44% of 320,000 active;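 active = percent inhibition above a per-plate cutoff, the plate mean of test compounds plus 3 SD, cut at about 30% in these data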;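 also: 0% = DMSO wells with GLD-1 and probe and 100% = wells lacking GLD-1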
Fam108B counter – mouse Fam108B serine hydrolase inhibitors, primary screen, counter-screen for RBBP9 inhibitor project, biochemical, fluorescence polarization; recombinant Fam108B, FP-Rh probe fluorescence polarization; inhibition, % at 9.51 µM; 0.33% of 300,000 active; AID 1947, 2009;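 active = inhibition above the screen mean inhibition plus 3 SD, computed separately per campaign, cut at about 18% in these data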;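 also: inhibitors lower polarization as less probe binds the enzyme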
PAD4 inh – human PAD4 inhibitors, primary screen, biochemical, fluorescence polarization, 1536-well format. recombinant PAD4, RCA probe fluorescence polarization. inhibition, % at 6.36 µM. 0.41% of 330,000 active;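 active = percent inhibition above a cutoff equal to the mean of all tested compounds plus 3 SD, cut at about 15% in these data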;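 also: 0% = PAD4 with RCA probe and DMSO and 100% = probe without PAD4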
Bcl-xL primary – inhibitors of human Bcl-xL, primary screen, biochemical, fluorescence polarization, HTS; Bcl-2-like protein 1 (Homo sapiens), Q07817; GST-Bcl-xL / FITC-Bim BH3 peptide fluorescence polarization; inhibition, % at 10.9 µM; 0.7% of 320,000 active;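 active = inhibition above the mean of all tested compounds plus 3 SD, cutoff set per campaign, cut at about 30% in these data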;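 also: 0% = DMSO wells and 100% = unlabeled Bim-BH3 peptide competitor; inhibitors lower millipolarization by displacing the labeled peptide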
Target sequence (Q07817 whole entry, looked up): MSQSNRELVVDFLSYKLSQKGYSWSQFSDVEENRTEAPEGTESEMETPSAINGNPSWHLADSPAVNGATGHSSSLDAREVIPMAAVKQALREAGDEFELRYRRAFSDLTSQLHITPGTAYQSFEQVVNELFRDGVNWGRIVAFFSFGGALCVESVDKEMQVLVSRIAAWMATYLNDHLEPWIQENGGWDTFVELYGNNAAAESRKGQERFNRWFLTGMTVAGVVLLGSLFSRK
MEX-5 binding – MEX-5 zinc finger RNA-binding disruptors – biochemical, C. elegans, fluorescence polarization, MLPCN library, primary screen; Zinc finger protein mex-5 (Caenorhabditis elegans), Q9XUB2; MEX-5/FITC-TCR2 RNA binding; stronger effect = lower value; activity score (negative = inhibition of binding), % at 10 µM; 0.38% of 300,000 active; AID 1832, 2009;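 active = inhibition past about -25% in most replicates, and total fluorescence under double the plate's negative control median, limit read from the data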;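 also: 0% = DMSO and -100% = 5 µM competing unlabeled TCR2 RNA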
GSTO1 inh – inhibitors of recombinant GSTO1, primary screen, counter-screen for RBBP9 inhibitor project, biochemical, fluorescence polarization. Glutathione S-transferase omega-1 (Homo sapiens), P78417. activity-based probe fluorescence polarization. inhibition, % at 5.96 µM. 1.1% of 300,000 active. AID 1974, 2009;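 active = inhibition above the campaign mean inhibition plus 3 SD, cut at about 35% in these data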;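 also: 0% = GSTO1-1 with DMSO and 100% = wells lacking GSTO1-1 enzyme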
MCL1-BIM inh – inhibitors of MCL1 binding to BIM-BH3, primary screen, biochemical, fluorescence polarization. 0.68% of 320,000 active. GST-MCL1 / FITC-Bim-BH3 fluorescence polarization. Induced myeloid leukemia cell differentiation protein Mcl-1 (Homo sapiens), Q07820. inhibition, % at 10.9 µM;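 active = inhibition above the mean inhibition of all tested compounds plus 3 SD, set per campaign, cut at about 40% in these data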;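 also: 0% = DMSO wells and 100% = unlabeled Bim-BH3 peptide control; higher means more loss of mP so more displacement of Bim peptide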
Target sequence (Q07820 whole entry, looked up): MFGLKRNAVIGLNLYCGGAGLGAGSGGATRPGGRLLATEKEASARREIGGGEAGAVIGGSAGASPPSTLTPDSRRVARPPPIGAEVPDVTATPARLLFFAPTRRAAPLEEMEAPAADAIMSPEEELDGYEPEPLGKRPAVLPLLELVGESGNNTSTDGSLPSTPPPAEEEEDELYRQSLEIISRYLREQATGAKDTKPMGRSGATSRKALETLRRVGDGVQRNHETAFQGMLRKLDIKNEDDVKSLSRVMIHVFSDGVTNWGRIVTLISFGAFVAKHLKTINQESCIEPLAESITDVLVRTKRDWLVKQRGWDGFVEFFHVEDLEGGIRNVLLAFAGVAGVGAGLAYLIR
PME-1 primary – PME-1 inhibitors via competitive probe labeling, primary screen, biochemical, fluorescence polarization, FP-Rh probe, HTS; Protein phosphatase methylesterase 1 (Homo sapiens), Q9Y570; AID 2130, 2009; 0.53% of 320,000 active; recombinant PME-1; inhibition, % at 5.9 µM;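 active = inhibition above the campaign mean of all compounds plus 3 SD, cut at about 26% in these data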;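 also: competitive labeling of PME-1 active site by serine hydrolase directed probe; 0% = PME-1 with DMSO and 100% = wells lacking PME-1 enzyme; inhibitors block probe labeling so polarization falls and inhibition rises; many of its hits are not listed in these tables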
Target sequence (Q9Y570 whole entry, looked up): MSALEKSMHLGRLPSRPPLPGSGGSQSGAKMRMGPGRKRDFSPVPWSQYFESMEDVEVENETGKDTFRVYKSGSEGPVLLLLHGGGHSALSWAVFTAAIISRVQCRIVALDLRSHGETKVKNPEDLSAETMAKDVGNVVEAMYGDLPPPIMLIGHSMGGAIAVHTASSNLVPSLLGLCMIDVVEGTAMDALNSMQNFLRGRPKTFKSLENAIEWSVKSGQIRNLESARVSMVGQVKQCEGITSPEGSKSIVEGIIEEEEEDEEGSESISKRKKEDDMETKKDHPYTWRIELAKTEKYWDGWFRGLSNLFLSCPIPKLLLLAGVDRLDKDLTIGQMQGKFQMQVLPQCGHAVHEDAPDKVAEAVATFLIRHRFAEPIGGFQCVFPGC
TPT1 inhibitor – Candida albicans TPT1 enzyme inhibitors, primary screen, biochemical, fluorescence polarization. inhibition, % at 5 µM. recombinant caTPT1, FP RNA substrate dephosphorylation. 0.81% of 300,000 active. tRNA 2'-phosphotransferase TPT1 (Candida albicans SC5314);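 active = inhibition above the mean of all tested compounds plus 3 SD, set per screening campaign, cut at about 24% in these data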;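 also: plate controls were DMSO alone for no effect and ferristatin control at 100 nM for full effect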
* hit, by the source's call; . = not tested or not shown.

SMILES	GLD-1 RNA inh	Fam108B counter	PAD4 inh	Bcl-xL primary	MEX-5 binding	GSTO1 inh	MCL1-BIM inh	PME-1 primary	TPT1 inhibitor
Cc1nc2ccc(NC(=O)COc3cccc(F)c3)cc2s1	-3	-5	-5	-6	1.3	-6	-20	-11	8
O=[N+]([O-])c1ccc2[nH]c(O)c(N=NC3CS(=O)(=O)CC3O)c2c1 (configuration not stated)	-4	2	-6	2	0.4	10	3	-5	2
C[n+]1ccccc1COc1ccc(C(C)(C)C)cc1	-1	7	-3	6	-3.2	4	10	-4	0
CCOC(=O)c1oc2ccc(S(=O)(=O)N3CCC(C)CC3)cc2c1C	0	4	-4	4	1.4	-7	0	-5	1
CC1CCN(CC(=O)Nc2ccccc2-c2ccccc2)CC1	4	0	-3	3	0.9	-4	-2	2	-2
O=S1(=O)CCC(SCc2nc3sccn3c2Br)C1 (configuration not stated)	3	2	-1	1	0.0	4	-1	0	1
CC1(C)C2CC=C(/C=N/NC(=O)c3ccc(Cl)cc3)C1C2 (configuration not stated)	2	-5	5	4	2.0	1	-2	-7	0
CCC(=O)Nc1nc(-c2cc([N+](=O)[O-])cs2)cs1	-2	2	-1	5	-2.6	14	16	0	0
CCN(CC)C(=O)c1sc2c(c1C)c(=O)n(-c1ccc(OC)cc1OC)c(=O)n2CC(=O)c1ccccc1	-5	2	2	0	-0.9	-2	7	-2	0
C=CCOC(=O)/C=C/C(=O)NC(N)=O	-3	3	-1	7	0.2	-4	8	3	-2
CCN(CC)S(=O)(=O)c1ccc(NC2=NS(=O)(=O)c3ccccc32)cc1	-4	-12	-6	-3	-0.3	-6	-3	-10	-3
CCCCn1c(N)c(NCC(C)C)c(=O)[nH]c1=O	18	0	0	22	-19	-5	29	2	-8
COc1ccc(-c2nnc(SC)nc2-c2ccc(OC)c([N+](=O)[O-])c2)cc1[N+](=O)[O-]	0	-1	0	2	-11	11	-5	-10	-2
Nc1cccc2c1C(=O)N(CC(=O)NC13CC4CC(CC(C4)C1)C3)C2=O	37*	4	-4	32*	-0.1	6	32	10	-14
O=C(O)CSc1c(-c2ccccc2)c2cc(Cl)ccc2[nH]c1=O	9	-7	-1	7	-0.3	4	6	0	-4
COc1ccccc1CN1CC(C(=O)NCc2ccc(C)c(F)c2)CCC1=O (configuration not stated)	4	-3	-1	11	-2.1	-1	11	10	-4
CC(=O)c1cccc(NC(=S)NC(=O)c2ccc(Br)cc2)c1	2	-6	-6	-2	0.6	-2	-2	3	-1
CCc1nnc(NC(=O)CSc2nc3ccc(OC)cc3[nH]2)s1	0	1	3	2	-5.3	22	5	2	2
CC(=O)/C(N=Nc1ccc(-n2ccc(C(F)(F)F)n2)cc1)=C(\C)O	-2	3	1	6	-1.1	4	-3	-9	-1
OC(c1ccc(OCc2ccccc2)cc1)c1nnc(-c2ccccc2)o1 (configuration not stated)	0	6	0	1	0.8	3	7	-3	-7
N#Cc1c(N2CCN(C(=O)c3ccccc3Cl)CC2)nc(-c2ccccc2)c2c1CCCC2	1	-5	2	1	5.6	1	-5	-6	2
O=C(Nc1cccc([N+](=O)[O-])c1)C12CC3CC(C1)CC(n1cnc([N+](=O)[O-])n1)(C3)C2	8	-8	-3	7	1.1	-7	-1	-6	-3
COc1ccc(-n2nc(C(=O)NCC(=O)Nc3cc(C)ccc3OC)c3ccccc3c2=O)c(OC)c1	6	-5	-3	2	0.3	6	-4	-4	-2
COc1ccc(OC)c(S(=O)(=O)N2CCC3(CC2)OCCN3S(=O)(=O)c2cccs2)c1	-1	3	-3	4	-0.1	4	6	6	-5
O=C(CCNC(=O)C1CCN(S(=O)(=O)c2ccc(F)cc2)CC1)NCc1ccncc1	0	-5	-2	2	0.5	6	2	8	1
The results go on:
SMILES	GLD-1 RNA inh	Fam108B counter	PAD4 inh	Bcl-xL primary	MEX-5 binding	GSTO1 inh	MCL1-BIM inh	PME-1 primary	TPT1 inhibitor
O=C(CSc1cc([N+](=O)[O-])cc(S(=O)(=O)Cc2ccccc2)c1)NC1CC1	-1	2	-7	5	-3.5	2	-3	1	2
C/C(=N/NS(=O)(=O)c1ccc(Br)cc1)c1ccc(C)o1	3	4	3	-1	1.3	0	3	0	0
O=C(CSc1nnc(NC(=O)c2c(F)cccc2F)s1)NC1CCCC1	0	0	0	5	-4.3	4	-1	-4	-2
S=C(Nc1ccccc1Cl)N(Cc1ccccc1)Cc1cccnc1	-6	6	1	2	-0.6	-10	6	-8	-2
Cc1noc2ncnc(Oc3ccccc3Cl)c12	5	1	-2	3	3.5	4	6	8	-2
Cc1cccc(-n2c(SCC(=O)N3CCCC3)nc3n[nH]c(C)c3c2=N)c1	1	-2	0	11	.	0	4	4	0
COc1cc(/C=N/NC(=O)Cc2nnc(NC(=O)c3ccccc3)s2)ccc1O	-3	0	0	8	-1.2	4	6	3	-1
CN(O)/C=c1/ccc2c(n1)C(=O)C=CC=2	-1	1	-9	0	-8.5	64*	15	2	-6
Cc1cccc(-n2ncc3c(NCCN4CCOCC4)ncnc32)c1	1	-1	-4	4	-0.8	-7	2	1	-1
COC(=O)c1sccc1NC(=S)N1CCN(c2ccccc2)CC1	2	0	-3	5	0.5	6	6	0	2
COc1ccc(OCC(=O)N2N=C(C)CC2(O)C(F)(F)F)cc1 (configuration not stated)	-1	-4	-2	-5	2.4	1	-9	2	4
O=C(CSc1ccc(-c2ccco2)nn1)Nc1ccccc1F	-5	3	-1	4	-1.4	2	2	3	5
CCCCn1c(=NC(=O)c2ccco2)c(C(=O)OCC)cc2c(=O)n3ccccc3nc21	4	-2	-4	8	0.8	4	3	-2	-6
CC(=O)c1ccc(S(=O)(=O)N(C)CCCC(=O)N(C)Cc2ccccc2F)cc1	5	-1	-3	4	0.4	0	2	-5	0
O=C(NCCc1ccccc1)c1ccc(CS(=O)Cc2ccc(Cl)cc2)o1 (configuration not stated)	-7	0	1	6	0.3	-11	-1	-1	2
COc1ccccc1CNC(=O)c1csc2c1CCCC2	0	2	-2	4	-0.5	2	5	1	-2
COC(=O)/C(C#N)=C1/C=Cc2ccccc2N1C	4	-2	0	3	0.2	-2	7	0	-4
O=C(NC(=S)Nc1ccc(CN2CCOCC2)cc1)c1ccc([N+](=O)[O-])cc1	6	0	-1	7	0.7	0	12	-1	0
O=C(O)CSc1cccnc1Sc1ccc(Cl)cc1	6	2	3	8	0.1	7	4	-6	-2
FC(F)Sc1ccc(NC(=S)NC2CCC(NC(=S)Nc3ccc(SC(F)F)cc3)CC2)cc1 (configuration not stated)	-7	-4	-4	-15	0.3	-11	-21	-9	-5
Cc1cccc(-c2noc(CN(C(=O)C34CC5CC(CC(C5)C3)C4)C(C)C)n2)c1	-1	1	1	2	-1.1	-5	0	6	2
COc1ccc2c(c1)CC/C2=N\OC(=O)c1ccccc1OC	-5	1	0	2	-0.4	4	1	2	-5
Cc1ccc(SCCC(=O)NCCSCc2ccco2)cc1	-4	-6	1	4	3.8	-2	4	7	-4
CC(=O)c1cn(Cc2ccccc2)c(=O)[nH]c1=O	6	-3	-1	-2	-0.9	1	-2	-2	-6
Cc1cc(C)nc(SCc2n[nH]c(=S)n2C)n1	-11	7	2	-4	5.5	-4	-6	3	5
Carrying on.
SMILES	GLD-1 RNA inh	Fam108B counter	PAD4 inh	Bcl-xL primary	MEX-5 binding	GSTO1 inh	MCL1-BIM inh	PME-1 primary	TPT1 inhibitor
COc1ccc(NC(=O)C2CCCN(S(=O)(=O)c3ccc(-n4cnnn4)cc3)C2)cc1 (configuration not stated)	-11	-1	-1	6	-0.3	-6	4	-4	-1
CCSc1nnc(NC(=O)[C@@H](NC(=O)c2cc(OC)cc(OC)c2)C(C)C)s1	-3	0	-5	3	0.6	-2	3	1	-2
COc1ccc(NS(=O)(=O)c2cc(NC(=O)CCNC(C)=O)ccc2N2CCCCC2)cc1	-4	.	3	-10	.	.	-6	4	.
COc1ccc(S(=O)(=O)N2CCCC(C(=O)NCCN3CCOCC3)C2)cc1C (configuration not stated)	-8	1	-7	1	1.1	1	5	-2	0
CCC(C(=O)Nc1nnc(-c2ccco2)s1)c1ccccc1 (configuration not stated)	-1	-3	-10	2	0.1	3	11	-2	0
COc1ccc(NC(=O)CSc2nnc(CNC(=O)COc3ccc(Cl)cc3)o2)cc1	3	1	3	4	-0.2	5	4	1	-1
C#CCOc1ccc(/C=C2/C(=O)NN(c3ccc(F)cc3)C2=O)cc1OC	4	9	1	9	-1.2	10	8	3	1
COc1ccc(S(=O)(=O)N2CCC(C(=O)O)(c3ccccc3)CC2)cc1	3	-2	4	5	-0.3	7	9	-1	-2
COCCCNC(=O)c1ccc(CS(=O)(=O)c2ccccc2OC)o1	1	-2	3	5	2.0	2	1	6	-3
CC1(OC(=O)C2CCCC2)C(=O)C=C2C=C(c3ccsc3)N(C3CCCC3)C=C2C1=O (configuration not stated)	8	6	-5	12	-2.5	17	15	5	-2
O=C(NCCNS(=O)(=O)c1ccccc1)N1CCOCC1	-4	2	-3	3	-1.2	-4	1	2	0
CCCN1C=CC(=C2C(=O)c3ccccc3C2=O)C=C1	-1	0	-3	7	-1.8	10	4	5	-2
COC(=O)c1ccc(CN(c2ccc(C)cc2)S(=O)(=O)c2ccc3c(c2)OCCO3)o1	6	2	2	6	1.9	-4	-1	4	-5
O=C(CSc1nc2ccccc2o1)N1CCN(c2ccc(Cl)cc2)CC1	1	2	1	7	-1.5	-1	5	0	-9
CC(C)(C)C(=O)Nc1ccccc1C(=O)NCc1cccnc1	-5	0	-7	-1	-0.2	-2	3	-3	4
CCc1noc(C)c1C(=O)N1CCCSC1=Nc1ccccc1Cl	0	0	-1	-5	0.8	-5	-3	-1	2
Cc1ccc(OCC(=O)O/N=C(\N)c2cccnc2)cc1	3	1	-3	9	-5.4	-1	9	2	-1
NC(=O)N[C@@H](Cc1c[nH]c2ccccc12)C(=O)OCC(=O)N1CCCCC1	0	-3	5	2	1.5	-3	-1	-1	-6
O=C(O)CCn1cc(-c2ccc(F)cc2)nc1-c1ccncc1	11	3	1	1	.	0	3	-1	0
Cc1ccsc1-c1nc(CN2CCCC2c2ccc(F)cc2)c(C)o1 (configuration not stated)	-7	-2	-8	-3	4.4	4	-8	-9	14
CCN(C)c1ccc(/C=N\n2nnnc2N)cc1	2	3	-1	4	-0.1	-5	7	4	0
C/C(=N\n1c(C)nc2ccccc2c1=O)c1ccc(N)cc1	-4	3	-2	9	1.2	2	2	-5	0
O=C(O)C12CC3CC(C1)CC(n1ncc(NCc4ccco4)c(Cl)c1=O)(C3)C2	5	3	2	10	-3.0	13	12	1	-2
CCOc1ccc(NC(=S)NCCN2CCN(Cc3ccccc3)CC2)cc1	-1	5	3	6	-2.0	11	6	4	-5
CCCN(CC(=O)Nc1ccc(C(N)=O)cc1)CC(=O)Nc1ccc(Cl)cc1Cl	2	0	2	2	-0.9	1	5	7	5

Bioassay records from PubChem BioAssay.

A portion of the library. The share of hits here may be higher or lower than overall.
